Source: PubChem BioAssay
Mdm2 ligase inh: blocks human Mdm2 ubiquitin ligase activity; signal enhancement, % at 5 µM; cell-based MDM2 ubiquitination luciferase reporter, 2 h; 0 = plate control, 100 = twice control, blank-subtracted; Q00987; actives 0.11% (n = 210,000);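 active = signal enhancement of 30% or more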;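 note: luminescence tracks abundance of the self-degrading MDM2-luciferase fusion protein; higher signal means inhibition of MDM2 E3 ligase activity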
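Assay system: mammalian cells stably expressing self-ubiquitinating, self-degrading MDM2 E3–luciferase fusion. Quantity: 2000 cells in each well. Medium: DMEM culture medium. Compound dosing: single-point 5 µM. Timing: cell settling 4 h, compound treatment 2 h, both 37 °C. Technique: luciferase luminescence. Read-out basis: percent signal gain over controls, blank-subtracted. Benchmarks: plate controls and plate blanks.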
p97 inhibitor: blocks human p97 ATPase activity; actives 0.42% (n = 220,000); inhibition, % at 8 µM; recombinant p97 ATPase, Kinase-Glo ATP luminescence, 3 h; AID 1481; P55072; in the data active = inhibition above about 15%;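 note: 0% = DMSO vehicle and 100% = wells lacking enzyme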
FXIa inh: blocks human coagulation factor XIa protease activity | P03951 | inhibition, % at 5 µM | actives 0.14% (n = 220,000) | AID 798 | purified FXIa, Boc-Glu-Ala-Arg-AMC fluorogenic substrate;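 active = inhibition of at least 40%; inactive = inhibition below 40%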;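 note: fluorescence of freed AMC excited at 355 nm; 0% = enzyme without compound and 100% = no enzyme blank; many of its hits are not listed in these tables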
Rad51 HR inh: blocks human Rad51 in homologous recombination. hRad51 DNA strand exchange, fluorescence dequenching. inhibition, % at 10 µM. actives 0.085% (n = 200,000). AID 1385;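 active = inhibition above 40% at the single screening dose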;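 note: 0% = DMSO control wells and 100% = blanks with heterologous ssDNA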
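Test system: preformed human Rad51 ssDNA filaments; also added: Donor/quencher-labelled 47-bp dsDNA substrate; doses: 10 µM final, single point; times: 37 °C 15-min filament assembly, 30-min compound preincubation, 15-min exchange; detection: FRET fluorescence dequenching, excitation 485 nm, emission 520 nm; read-out basis: Fluorescence-based percent inhibition, control- and blank-normalised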
eIF4E 4G PPI: eIF4E/eIF4G interaction inhibition in translation initiation. P63073+Q04637. TR-FRET eIF4E-eIF4GI(517-606) binding, 2 h. inhibition, % at 21.7 µM. actives 0.37% (n = 220,000). AID 782;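 active = inhibition above about 30%, limit read from the data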;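 note: 0% = full FRET control wells and 100% = background wells lacking eIF4GI fragment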
KLK5 inh: inhibitors of human kallikrein 5; Q9Y337; recombinant hK5, fluorogenic AMC substrate cleavage; inhibition, % at 5 µM; actives 0.59% (n = 210,000); AID 873;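 active = inhibition of 40% or more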;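 note: 0% = enzyme controls without compound and 100% = no-enzyme blanks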
14-3-3 Bad PPI: disrupts binding of bovine 14-3-3 zeta to phospho-Bad peptide; P63103; inhibition, % at 21.7 µM; TR-FRET 14-3-3zeta/Dy647-pBad peptide displacement, 1 h; actives 0.71% (n = 220,000);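 active = inhibition above about 70%, limit read from the data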;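 note: 0% = full 14-3-3 plus peptide FRET controls and 100% = background without 14-3-3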
Target sequence (P63103 whole entry, looked up): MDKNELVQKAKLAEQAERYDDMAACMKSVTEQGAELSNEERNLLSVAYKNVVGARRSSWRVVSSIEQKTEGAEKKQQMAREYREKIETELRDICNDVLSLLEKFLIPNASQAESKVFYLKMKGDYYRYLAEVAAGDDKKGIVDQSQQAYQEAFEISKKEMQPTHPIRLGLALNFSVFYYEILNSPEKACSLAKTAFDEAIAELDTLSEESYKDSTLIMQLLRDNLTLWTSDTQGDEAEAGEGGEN
Wee1 stabilizer: blocks degradation of human Wee1 kinase; P30291; HeLa Luc-Wee1K328M stability, luciferase luminescence; 100% = proteasome inhibitor MG132 effect; reporter increase, % at 5 µM; actives 1.2% (n = 220,000); AID 1321;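 active = activation above the mean of all tested compounds plus 3 SD, set per screening run, cut at about 8.8% in these data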;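 note: cells exposed to compound for 20 h before luminescence read; 0% = DMSO alone and 100% = MG132 at 30 µM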
FXIIa inh: factor XIIa (human) inhibition | actives 0.3% (n = 220,000) | purified FXIIa, Boc-QGR-AMC fluorogenic substrate, 2 h | AID 800 | inhibition, % at 5 µM; in the data active = inhibition above about 40%;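 note: 0% = enzyme with no compound and 100% = blank without enzyme; many of its hits are not listed in these tables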
Target sequence (P00748 20-372 limits assumed): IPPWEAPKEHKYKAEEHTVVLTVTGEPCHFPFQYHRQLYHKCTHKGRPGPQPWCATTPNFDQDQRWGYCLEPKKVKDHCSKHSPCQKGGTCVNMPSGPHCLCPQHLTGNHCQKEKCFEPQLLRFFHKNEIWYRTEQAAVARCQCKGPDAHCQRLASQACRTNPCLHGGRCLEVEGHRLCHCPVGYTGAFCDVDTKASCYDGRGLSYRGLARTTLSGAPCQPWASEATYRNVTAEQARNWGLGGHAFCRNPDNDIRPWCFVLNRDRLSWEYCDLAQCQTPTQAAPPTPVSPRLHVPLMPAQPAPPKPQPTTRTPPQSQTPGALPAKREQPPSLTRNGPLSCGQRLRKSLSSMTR
Target sequence (P00748 373-615 limits assumed): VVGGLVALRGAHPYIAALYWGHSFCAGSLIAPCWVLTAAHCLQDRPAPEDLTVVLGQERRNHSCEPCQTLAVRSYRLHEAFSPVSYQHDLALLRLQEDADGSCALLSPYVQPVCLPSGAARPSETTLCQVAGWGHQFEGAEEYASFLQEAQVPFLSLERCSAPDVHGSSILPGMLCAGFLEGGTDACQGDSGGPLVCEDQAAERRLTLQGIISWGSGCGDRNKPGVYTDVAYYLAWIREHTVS
* = called active by the depositor; · = not tested or not shown; [ ] = remark or other dose.

SMILES	eIF4E 4G PPI	14-3-3 Bad PPI	KLK5 inh	p97 inhibitor	Rad51 HR inh	Wee1 stabilizer	FXIIa inh	Mdm2 ligase inh	FXIa inh
C=CCn1c(SCc2nc3ccccc3[nH]2)nnc1-c1cccc(OC)c1	-2[fluorescence artefact?]	-10	-1	1	-1	1	4	-11	0
Cc1c(O)ccc2c3c(c(=O)oc12)CCC(C)C3 (configuration not stated)	2	-7	-23	1	6	-1	9	-25	3
C=CCN(C(=O)CCC(=O)O)C1CC(=O)N(c2ccc(OCCC)cc2)C1=O (configuration not stated)	2	9[fluorescence artefact?]	-2	-5	-7	0	3	-1	-4
Cc1[nH]c(=O)[nH]c(=O)c1S(=O)(=O)N1CCCC(C(=O)NCc2ccc3c(c2)OCO3)C1 (configuration not stated)	4	-8	3	-1	4	2	11	-6	0
Cn1c(=O)[nH]c(=O)c2c1nc(Br)n2Cc1ccccc1Cl	-4	6	-17	6	0	1	35	-40	16
O=C(/C=C/Nc1ccccc1Oc1ccccc1)c1ccco1	1	-10	-5	0	22	-2	3	0	-3
CCN(CC)CCSc1nc(O)c(-c2ccccc2)c(=O)[nH]1	4	9	-23	3	-8	0	21	-13	8
Cc1ccc2nc(SCC(=O)Nc3c(C)n(C)n(-c4ccccc4)c3=O)[nH]c2c1	-2	3	2	3	3	0	1	-13	-1
Cc1cc(C(=O)NCc2ccco2)cs1	3[fluorescence artefact?]	51	-2	6	0	-1	3	-18	-7
COc1cc2c(cc1OC)C(COc1ccccc1OC)N(C(=O)c1ccco1)CC2 (configuration not stated)	-6	7	0	-6	-6	-3	-1	-10	-6
COCCCn1cnc2c(c1=O)c1nc3ccccc3nc1n2-c1ccc(C)cc1	5	7	7	2	-7	-1	9	0	8
CCN(CC)CCn1c2ccccc2c2cnc(N)c(C#N)c21	-1[fluorescence artefact?]	-12	-13	-2	12	0	0	-29	-7

3 entries already listed, ordered by the number in KLK5 inh, falling.
Structure	eIF4E 4G PPI	14-3-3 Bad PPI	KLK5 inh	p97 inhibitor	Wee1 stabilizer	FXIIa inh	Mdm2 ligase inh	FXIa inh
COCCCn1cnc2c(c1=O)c1nc3ccccc3nc1n2-c1ccc(C)cc1	5	7	7	2	-1	9	0	8
COc1cc2c(cc1OC)C(COc1ccccc1OC)N(C(=O)c1ccco1)CC2 (configuration not stated)	-6	7	0	-6	-3	-1	-10	-6
CCN(CC)CCn1c2ccccc2c2cnc(N)c(C#N)c21	-1[fluorescence artefact?]	-12	-13	-2	0	0	-29	-7

Further compounds follow:
SMILES	eIF4E 4G PPI	14-3-3 Bad PPI	KLK5 inh	p97 inhibitor	Rad51 HR inh	Wee1 stabilizer	FXIIa inh	Mdm2 ligase inh	FXIa inh
COC(=O)CSc1nc(N)c(C#N)c(-c2ccc(O)cc2)c1C#N	3	37	3	8	13	2	6	-1	-3
Cc1cccc(C)c1NC1=NC2(CCCCC2)N=C(N)N1	2[fluorescence artefact?]	0[fluorescence artefact?]	3	4	-5	3	11	1	4
Cc1ccc(S(=O)(=O)N2CCOCC2)cc1NC(=O)COC(=O)c1cccnc1Cl	2	-7	11	1	-3	-3	14	8	3
Cc1cc(C)cc(OCC(=O)OCCN2C(=O)c3ccccc3C2=O)c1	2	-3	-33	-1	-3	1	6	-16	-16
COc1ccc(CCC(=O)NNC(=S)Nc2cccc(C(C)=O)c2)cc1	0	-13	-14	-2	-12	-4	5	-15	-3
CSCC[C@H](NC(=O)OC(C)(C)C)C(=O)NCC1CCC(C(=O)O)CC1 (some centres not stated)	-4	-4	-1	5	-13	-2	1	-15	-2
COc1ccc(C(=O)Nc2ccnc(-c3cccnc3)n2)cc1	3	-6	8	-2	-14	5	8	-26	17
COC(=O)Cc1cc(=O)n(-c2ccccc2)[nH]1	-1	-13[fluorescence artefact?]	-1	-3	0	-1	-3	-14	-7
COc1ccc(C(=O)NCC(=O)OCC(=O)c2ccc3c(c2)NC(=O)CO3)cc1	2	-4	3	0	-3	2	8	-10	-2
CCOC(=O)c1[nH]cnc1C(=O)Nc1cccc(Cl)c1	-3	-14	-5	4	3	1	4	-8	-6
C/C(=N\OCC(=O)N/N=C/c1ccccc1)c1cccs1	4	-2	-9	-3	17	0	16	-22	6
CCCC(=O)N1CCN(c2ccc(NC(=O)C(C)(C)C)cc2)CC1	-3	-7	-8	-3	8	4	-4	-28	-9

A section taken from the entries so far, for reference:
SMILES	eIF4E 4G PPI	14-3-3 Bad PPI	KLK5 inh	p97 inhibitor	Rad51 HR inh	Wee1 stabilizer	FXIIa inh	Mdm2 ligase inh	FXIa inh
COC(=O)CSc1nc(N)c(C#N)c(-c2ccc(O)cc2)c1C#N	3	37	3	8	13	2	6	-1	-3
Cc1cccc(C)c1NC1=NC2(CCCCC2)N=C(N)N1	2[fluorescence artefact?]	0[fluorescence artefact?]	3	4	-5	3	11	1	4
Cc1ccc(S(=O)(=O)N2CCOCC2)cc1NC(=O)COC(=O)c1cccnc1Cl	2	-7	11	1	-3	-3	14	8	3
Cc1cc(C)cc(OCC(=O)OCCN2C(=O)c3ccccc3C2=O)c1	2	-3	-33	-1	-3	1	6	-16	-16
COc1ccc(CCC(=O)NNC(=S)Nc2cccc(C(C)=O)c2)cc1	0	-13	-14	-2	-12	-4	5	-15	-3
CSCC[C@H](NC(=O)OC(C)(C)C)C(=O)NCC1CCC(C(=O)O)CC1 (some centres not stated)	-4	-4	-1	5	-13	-2	1	-15	-2
COc1ccc(C(=O)Nc2ccnc(-c3cccnc3)n2)cc1	3	-6	8	-2	-14	5	8	-26	17

Later entries
SMILES	eIF4E 4G PPI	14-3-3 Bad PPI	KLK5 inh	p97 inhibitor	Rad51 HR inh	Wee1 stabilizer	FXIIa inh	Mdm2 ligase inh	FXIa inh
O=[N+]([O-])c1cc(S(=O)(=O)c2ccc(N3CCCCC3)c([N+](=O)[O-])c2)ccc1N1CCCCC1	0	-4	-8	1	7	-3	6	-4	2
c1coc(C2Nc3ccccc3-c3nc4ccccc4n32)c1 (configuration not stated)	5	-3	-18	1	-6	-2	8	-21	2
OC(CNC1CCCC1)COc1c(F)cc(Br)cc1F (configuration not stated)	4[fluorescence artefact?]	-1[fluorescence artefact?]	1	-3	7	1	-1	-3	-5
CCOc1ccc(OCC)c(NC(=O)CC2Oc3ccc(C)cc3NC2=O)c1 (configuration not stated)	0	-11	-8	-1	3	-1	22	-10	19
CCN(CC)C(=O)c1sc2nc(-c3ccncc3)[nH]c(=O)c2c1C	6[fluorescence artefact?]	67	-7	8	·	-2	7	-15	-1
C=CCn1c(SC/C=C/c2ccccc2)nnc1-c1sc(N)nc1C	1	-5	-3	2	0	-1	3	-3	-7
COC(=O)c1c(NC(=O)CC2SC(N)=NC2=O)sc2c1CCC(C(C)(C)C)C2 (configuration not stated)	17[fluorescence artefact?]	-7	-11	4	21	0	14	12	8
O=C(Nc1ccc(S(=O)(=O)Nc2ncccn2)cc1)c1cncc(Br)c1	1	5[fluorescence artefact?]	-8	3	0	1	6	1	9
COc1ccc(C(=O)CSc2nc(C)cc(C)n2)cc1[N+](=O)[O-]	-1	-13	4	-1	7	0	7	-12	1
Cc1cc(N2CCCCC2)nc2ccc(NC(=O)CCC(=O)NCCC(C)C)cc12	2	7	-8	0	9	-2	10	0	-2
CC1=C(C(=O)Nc2ccccc2C(F)(F)F)C(c2ccc(C)s2)NC(=S)N1 (configuration not stated)	-3	-6	-2	-4	7	-1	7	-4	-4
O=C(O)c1ccc2c(c1)C(=O)N(NC(=O)c1ccccc1)C2=O	7	-3	-12	4	-28	2	8	-17	-1
COc1ccc2oc(=O)c(-c3cn4ccc(C)cc4n3)cc2c1	11	58	-8	2	0	1	2	-2	-8
Cc1ccc(S(=O)(=O)/N=C(\N)Nc2nc(C)c3cc(C)ccc3n2)cc1	-5	1[fluorescence artefact?]	-15	0	10	1	16	-5	2
CCOc1cc(/C=C2/N=C(c3ccc(C(C)(C)C)cc3)OC2=O)cc(Cl)c1OS(C)(=O)=O	3	1[fluorescence artefact?]	-10	-4	-1	-2	21	8	7
COc1ccc(N2CCN(c3c(S(=O)(=O)c4ccccc4)cnc4ccc(OC)cc34)CC2)cc1	-6	-1	-2	2	-9	-2	1	-10	-6
O=C(CSc1ncnc2sccc12)Nc1ccccc1	-2	-17	-4	5	5	-3	9	-1	0
CCOC(=O)c1c(NC(=O)C2C3CCC(O3)C2C(=O)O)sc(C)c1-c1ccc(C)cc1 (configuration not stated)	-4	5	14	2	-11	0	18	-14	-5
Cc1ccc(-n2c(C)cc(/C=N/NC(=O)c3ccncc3)c2C)c(C)c1	-2[fluorescence artefact?]	-9[fluorescence artefact?]	-4	1	2	-2	2	-6	-4
Cn1c(=O)n(Cc2ccccc2)c(=O)c2c1nc1n2CCCN1CCc1ccccc1	-5	-2	0	-5	0	0	22	-19	16
COc1ccc(-c2cc([C@H]3[C@H]4C=CC[C@@H](C)[C@@H]4C(=O)N3Cc3ccccc3)ccc2F)cc1OC	6	-5	6	·	-5	·	6	9	2
O=C(COc1ccccc1)N(CCc1ccccc1)c1nc(-c2ccc(F)cc2)cs1	1	-5[fluorescence artefact?]	-15	4	·	9	18	-31	0
CN1CCN(NC(=O)c2cn(-c3ccccc3)nc2-c2ccc(OC(F)F)cc2)CC1	1	-7	-1	2	-2	0	5	4	-2
CC1(C)CC=C(NNC(=O)c2cccnc2)C(=O)C1	-1	-4	-2	2	2	5	·	-5	-3
COC(=O)c1c(-c2ccccc2)csc1NC(=O)CSc1ncnc2sc(C)c(C)c12	3[fluorescence artefact?]	5[fluorescence artefact?]	11	-1	·	1	9	-7	-2
CC1=C(C(=O)OCC2CCCO2)C(c2ccc(Cl)cc2)NC(=O)N1 (configuration not stated)	-1	-1	-4	2	4	12*	7	-5	-8
CCC(C)OC(=O)C1=C(C)NC2=C(C(=O)C(C(=O)OC)C(C)C2)C1c1ccc(N(C)C)cc1 (configuration not stated)	-3	-9	-8	2	0	-2	1	-9	-5
COc1cc(S(=O)(=O)N2CCOCC2)ccc1NC(=O)COC(=O)COc1ccccc1	4	-12	-2	4	-2	-3	5	-10	-1
Cc1nc(SCC(=O)Nc2cc(C(N)=O)cc(C(N)=O)c2)c2c(C)c(C)sc2n1	-12	2	-1	-4	11	2	16	-4	3
